Compound activity (PubChem)
TEAD-YAP inh: TEAD-YAP interaction inhibition; HEK-TIYL cells, TEAD-Gal4/YAP UAS-luciferase luminescence; inhibition, % at 9.12 µM; 640,000 tested, 1.4% active; in the data active = inhibition above about 32%;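 also: 0% = median of test compound wells and 100% = reference inhibitor wells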
FBW7 activator: human FBW7 E3 ligase activation, primary screen. AlphaScreen FBW7–phospho-cyclin E peptide binding, activator screen. normalized activity (activation), % at 26.1 µM. Q969H0. 650,000 tested, 0.13% active; in the data active = normalized activity above about 1.9%;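 also: purified mutant Fbw7 with reduced substrate affinity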
Target sequence (Q969H0 whole entry, looked up): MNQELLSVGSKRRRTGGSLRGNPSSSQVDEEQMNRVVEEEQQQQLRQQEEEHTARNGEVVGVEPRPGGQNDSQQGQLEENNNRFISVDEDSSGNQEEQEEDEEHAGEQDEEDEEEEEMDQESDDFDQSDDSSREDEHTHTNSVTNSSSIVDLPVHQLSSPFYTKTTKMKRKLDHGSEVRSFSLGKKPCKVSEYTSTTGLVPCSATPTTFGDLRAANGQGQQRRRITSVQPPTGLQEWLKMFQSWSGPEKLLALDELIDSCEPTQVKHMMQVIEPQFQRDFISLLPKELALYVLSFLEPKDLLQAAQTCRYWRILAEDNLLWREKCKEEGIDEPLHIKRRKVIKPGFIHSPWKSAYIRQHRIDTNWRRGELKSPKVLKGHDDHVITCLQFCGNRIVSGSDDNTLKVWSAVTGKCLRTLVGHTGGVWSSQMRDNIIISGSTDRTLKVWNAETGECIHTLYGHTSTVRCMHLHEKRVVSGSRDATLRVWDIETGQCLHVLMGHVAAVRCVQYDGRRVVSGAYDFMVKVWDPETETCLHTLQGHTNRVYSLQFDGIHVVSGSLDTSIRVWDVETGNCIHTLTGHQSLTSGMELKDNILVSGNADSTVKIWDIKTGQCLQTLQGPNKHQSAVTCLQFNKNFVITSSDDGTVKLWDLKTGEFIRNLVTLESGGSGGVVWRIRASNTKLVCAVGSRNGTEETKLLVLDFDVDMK
GPR151 activ: activates the human receptor GPR151; AID 1508602; activation, % at 11.2 µM; Q8TDV0; PathHunter beta-arrestin GPR151 cells, luminescence; 650,000 tested, 1% active; in the data active = activation above about 4.9%;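 also: 0% = median of compound wells and 100% = cells with positive control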
Target sequence (Q8TDV0 whole entry, looked up): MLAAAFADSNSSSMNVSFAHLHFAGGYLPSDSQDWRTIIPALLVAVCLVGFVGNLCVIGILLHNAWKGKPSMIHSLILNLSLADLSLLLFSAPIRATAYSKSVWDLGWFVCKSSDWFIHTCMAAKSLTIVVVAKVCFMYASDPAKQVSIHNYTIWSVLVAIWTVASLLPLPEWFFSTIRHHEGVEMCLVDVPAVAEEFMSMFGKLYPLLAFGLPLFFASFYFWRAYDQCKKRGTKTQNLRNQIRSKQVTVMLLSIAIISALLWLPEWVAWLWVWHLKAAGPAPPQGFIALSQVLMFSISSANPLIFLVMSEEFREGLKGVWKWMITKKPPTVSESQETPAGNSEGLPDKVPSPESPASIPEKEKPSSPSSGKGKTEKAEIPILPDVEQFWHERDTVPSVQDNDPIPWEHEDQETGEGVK
MITF primary: inhibitors of human MITF; O75030; AlphaScreen MITF homodimerization, bead proximity signal; inhibition, % at 2.6 µM; 650,000 tested, 0.91% active; AID 1259374; in the data active = inhibition above about 50%;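 also: 0% = vehicle wells with protein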
Active calls of the source: *.

canonical_smiles,TEAD-YAP inh,FBW7 activator,GPR151 activ,MITF primary
CS(=O)(=O)c1ccc(-c2cnc(N)c(NCc3ccncc3)n2)cc1,-6,0.0,-1.1,-3
OCCC1CN(Cc2cc3ccccc3o2)CCN1Cc1ccsc1 (configuration not stated),15,0.1,0.0,11
COc1cccc(C(=O)NC(c2ccco2)c2c(O)ccc3ccccc23)c1 (configuration not stated),-6,-0.1,0.6,9
CC(C)OCCCNC(=O)CN1C(=O)CCSc2ccccc21,-1,0.0,2.3,1
Cc1ccc(N2CCN(c3ncnc4c3c(-c3ccccc3)cn4-c3ccc(Br)cc3)CC2C)cc1 (configuration not stated),-5,3.7*,-0.6,-3
COc1cc(-c2nc(Cc3c(F)cccc3Cl)no2)cc(OC)c1OC,3,0.9,-2.7,5
Cc1cc(/C=C2\NC(=S)NC2=O)c(C)n1-c1cccc([N+](=O)[O-])c1,-3,-0.7,2.9,-5
CCC(=O)Nc1ccc(Cl)c(NC(=O)c2cccc(C)c2)c1,-13,0.3,-0.5,-4
Cc1ccc(NC(=O)CCC(=O)c2cccs2)cc1,-8,0.0,-0.6,9
c1ccc(CNc2cc(N3CCN(Cc4ccc5c(c4)OCO5)CC3)ncn2)cc1,-8,-0.2,1.0,6
Cc1ccc(CN(C(=O)c2csnn2)C(C(=O)NC2CCCCC2)c2cccnc2)cc1 (configuration not stated),-3,0.1,1.4,-5
CC/C(C)=N\NC(=O)CNC(=O)CNS(=O)(=O)c1ccc(Cl)cc1,-10,0.5,-0.1,-2
CCOc1ccc(CCNC(=O)C2CCCN2C(=O)OCc2ccccc2)cc1OCC (configuration not stated),6,0.1,0.0,2
CC1CCC(N2CCN(S(=O)(=O)Cc3ccccc3)CC2)CC1 (configuration not stated),3,0.0,1.2,26
O=C(COc1ccc(Cl)cc1Cl)N1CCN(c2ccccn2)CC1,2,0.1,0.1,9

Quoted at random: two entries already listed.
canonical_smiles,TEAD-YAP inh,FBW7 activator,GPR151 activ,MITF primary
Cc1ccc(NC(=O)CCC(=O)c2cccs2)cc1,-8,0.0,-0.6,9
CC/C(C)=N\NC(=O)CNC(=O)CNS(=O)(=O)c1ccc(Cl)cc1,-10,0.5,-0.1,-2

Ordered by count of non-hydrogen atoms (low to high): seven of the compounds above
canonical_smiles,TEAD-YAP inh,FBW7 activator,GPR151 activ,MITF primary
CCC(=O)Nc1ccc(Cl)c(NC(=O)c2cccc(C)c2)c1,-13,0.3,-0.5,-4
Cc1cc(/C=C2\NC(=S)NC2=O)c(C)n1-c1cccc([N+](=O)[O-])c1,-3,-0.7,2.9,-5
OCCC1CN(Cc2cc3ccccc3o2)CCN1Cc1ccsc1 (configuration not stated),15,0.1,0.0,11
COc1cc(-c2nc(Cc3c(F)cccc3Cl)no2)cc(OC)c1OC,3,0.9,-2.7,5
c1ccc(CNc2cc(N3CCN(Cc4ccc5c(c4)OCO5)CC3)ncn2)cc1,-8,-0.2,1.0,6
CCOc1ccc(CCNC(=O)C2CCCN2C(=O)OCc2ccccc2)cc1OCC (configuration not stated),6,0.1,0.0,2
Cc1ccc(N2CCN(c3ncnc4c3c(-c3ccccc3)cn4-c3ccc(Br)cc3)CC2C)cc1 (configuration not stated),-5,3.7*,-0.6,-3

Additional results
canonical_smiles,TEAD-YAP inh,FBW7 activator,GPR151 activ,MITF primary
OCCn1c(CSc2nnc(-c3ccc4c(c3)OCO4)o2)nc2ccc(Cl)cc21,4,-0.1,-0.7,-7
COc1ccc(CNn2c(-c3cccs3)nc3ccccc3c2=O)cc1OC,-1,0.0,0.1,2
COc1cccc(NC(=O)C(C)Cl)c1 (configuration not stated),9,-0.1,0.9,7
CC1=C(C(=O)c2ccccc2)C2(C(=O)Nc3ccccc32)C(C#N)=C(N)O1 (configuration not stated),-2,-0.2,-0.2,0
O=C1CCCC/C1=C\Nc1ccc(C(=O)O)c(O)c1,-16,-0.1,0.2,5
Cc1ccc(-n2c(=S)[nH]c3sc4c(c3c2=O)CCCC4)cc1,11,1.0,-0.3,17
O=c1cc(-c2ccc(O)cc2)oc2ccccc12,-36,0.0,-2.3,-12
Cc1nnc(SCc2nc3ccccc3[nH]2)s1,-1,0.7,0.1,0
CC(=O)N1CCc2cc(Br)cc(S(=O)(=O)N3CCN(C(=O)c4ccco4)CC3)c21,-4,-0.2,0.0,9
CCC1CCCCN1C(=O)CSc1n[nH]c(N)n1 (configuration not stated),2,-0.1,-1.1,-6
CCOC(=O)C(=O)Nc1cc(C(F)(F)F)ccc1Cl,3,0.1,-0.6,11
COc1ccc2c(c1)OC(C)CN(CC(=O)NCC(c1cccnc1)N1CCCCC1)C2 (configuration not stated),6,-0.1,0.1,-22
CC(C)NC(=O)C12CCC(C)(C(=O)C1=O)C2(C)C (configuration not stated),9,0.3,1.0,13
CCSc1ccccc1C(=O)NC(C)Cc1ccco1 (configuration not stated),13,-0.1,0.9,1
Cc1cc(C(F)(F)F)n2nc(C(=O)N3CCc4c(nc(C)[nH]c4=O)C3)cc2n1,4,-0.2,1.1,-1

canonical_smiles,TEAD-YAP inh,FBW7 activator,GPR151 activ,MITF primary
Cc1cc(NC(=O)/C=C/c2c(F)cccc2Cl)no1,-56,-0.2,-0.3,2
O=[N+]([O-])c1cc(S(=O)(=O)Nc2ccc(O)c3ccccc23)ccc1Cl,1,-0.1,-0.2,-17
O=C1c2cc3ccccc3cc2C(=O)N1c1ccc(I)cc1,-1,-0.1,0.8,-8
Cc1cccc(S(=O)(=O)Nc2cccc(-c3cn4ccsc4n3)c2)c1,1,0.1,-0.7,9
CCCNC(=O)c1cnc(N2CCCC(C(=O)N(CC)CC)C2)s1 (configuration not stated),5,-0.1,-2.5,-7
CN(C)c1cccc(Nc2nc3ccc(C(=O)Nc4ccccc4)cc3s2)c1,-44,0.1,-2.5,11
CCOCCOC(=O)C1=C(C)NC2=C(C(=O)CC(C)(C)C2)C1c1ccc(OC)c(OC)c1 (configuration not stated),7,-0.1,1.4,-1
CC(=O)c1ccc(NC(=O)CSc2nnnn2-c2cccc(F)c2)cc1,6,0.2,-0.4,0
CC1CN(CCC(=O)NCC2CCCN(c3ncccn3)C2)Cc2cc(Cl)ccc2O1 (configuration not stated),11,-0.2,0.7,8
CSc1ccc(/C=N/NC(=O)c2cccc(I)c2)cc1,-13,0.1,-0.3,21
COc1ccc(C(=O)COc2cccc3cccnc23)cc1Br,1,-0.1,-0.7,2
CCCSC1=C(C#N)C(c2ccccc2Cl)C(C(=O)Nc2ccccc2OC)=C(C)N1 (configuration not stated),-15,0.0,-0.7,-10
N#CCC(=O)Nc1ncn(Cc2ccccc2Cl)n1,5,0.1,1.7,-2
Cc1ccc(NC(=O)CS(=O)CC(=O)N2CCN(c3ccccc3)CC2)cc1 (configuration not stated),-1,-0.1,-0.5,-5
Cc1ccc2nc(NCCNC(=S)NCCCN3CCOCC3)c(C#N)cc2c1,2,0.2,0.4,-12

canonical_smiles,TEAD-YAP inh,FBW7 activator,GPR151 activ,MITF primary
O=C(Nc1nc2ccccc2s1)C1CC(=O)N(c2cccc([N+](=O)[O-])c2)C1 (configuration not stated),-1,0.7,-0.7,22
NC(=O)CC(CC(=O)OCc1ccccc1)c1ccccc1 (configuration not stated),5,0.0,0.5,1
COc1ccc(C(=O)NCCc2c[nH]c3ccc(OC)cc23)cc1,5,0.1,-1.5,10
C/C(=N/Nc1nc(C)cc(C)n1)c1ccccc1,-16,-0.3,-0.4,7
O=S(=O)(NCc1nc(-c2cccnc2)n[nH]1)c1ccc(F)cc1,7,0.0,1.1,7
Cc1ccc(C(=O)COC(=O)c2nonc2N)cc1,11,0.0,0.1,-3
O=C(/C=C\NCC(=O)c1ccccc1)c1ccc2ccccc2c1,8,0.3,-0.3,19
COc1cccc(C2C(C#N)=C(C)NC3=C2C(=O)CC(C)(C)C3)c1 (configuration not stated),6,0.1,3.6,-3
Cc1ccc(-n2c(C)cc(C(=O)COC(=O)Cn3nc(C)c([N+](=O)[O-])c3C)c2C)cc1C,2,0.7,-0.7,11
CCCCN(C(=O)CNC(=O)c1ccco1)C(C(=O)NC1CCCC1)c1cccs1 (configuration not stated),-1,0.0,-0.3,8
COc1cccc(NC(=O)CSc2cc(C)[nH]c(=O)n2)c1,-4,0.0,-1.6,-2
COc1ccccc1-c1cnn2c(N3CCC(O)CC3)ccnc12,-3,-0.1,-0.5,-18
CCCC(=O)Nc1ccc(NC(=O)c2cccs2)cn1,-19,0.3,0.8,13
N#Cc1ccccc1CSc1nc2ccccc2o1,-4,0.8,-1.1,24
COc1ccc2c(c1)OC/C(=C\c1ccc(C)cc1)C2=O,-4,0.3,0.3,6

canonical_smiles,TEAD-YAP inh,FBW7 activator,GPR151 activ,MITF primary
O=C(Nc1ccc(C(F)(F)F)cc1)N1CCC(CO)(CCOc2ccccc2)CC1,6,0.1,-0.2,1
O=c1c2ccccc2[nH]c(=S)n1CCCN1CCOCC1,-1,-0.1,-1.5,-1
O=C(COC(=O)c1cccc(Cl)c1)c1ccc([N+](=O)[O-])cc1,9,0.0,-0.9,20
Cc1nnc(NC(=O)COn2nnc3ccc([N+](=O)[O-])cc32)s1,3,0.5,1.4,22
Cc1ccccc1NS(=O)(=O)c1ccc2c3c(cccc13)C(=O)N2C,9,0.1,2.6,-9
O=C(NCC(O)c1ccc(Br)cc1)c1cc(-c2ccc3[nH]ncc3c2)ccn1 (configuration not stated),0,0.6,0.5,6
CSc1nc(SC)c2c3c(sc2n1)COC(C)(C)C3,2,-0.1,2.1,-1
O=[N+]([O-])c1ccc(S(=O)(=O)NCCSc2ccc(Cl)cc2)cc1,-2,0.3,-0.3,12
Cc1ccc(-n2c(=O)c3c4c(sc3n3c(SCCC(C)C)nnc23)CCC4)cc1,0,0.1,-0.7,2
Cc1nc2ccccc2c2c1CC(CBr)O2 (configuration not stated),-1,-0.3,0.3,-10
COc1cccc2cc(-c3cc(=O)oc4cc(OC(=O)C5CC5)ccc34)c(=O)oc12,-9,-0.1,-0.1,-2
CCN(Cc1ccccc1)C(=O)CSc1ccccc1,5,0.0,1.0,2
Cc1cccc(Cc2c(C)nc3c(C(=O)N4CCN(c5cccc(C)c5)C(C)C4)cnn3c2C)c1 (configuration not stated),-8,0.1,-1.5,17
CCOc1cc(C=O)ccc1OC(=O)c1ccccc1[N+](=O)[O-],13,0.0,-0.6,12
COc1ccccc1OCCn1c(SC(C)C)nc2ccccc21,-15,0.0,-0.4,-10

canonical_smiles,TEAD-YAP inh,FBW7 activator,GPR151 activ,MITF primary
CC(C)c1nc(SCC(=O)Nc2c[nH]c(=O)[nH]c2=O)c2cnn(-c3ccccc3)c2n1,10,-0.1,-1.0,-2
CCN(CC)c1ncccc1C(=O)N1CCCCC1,-13,0.2,0.6,1
COc1cccc(NC(=O)c2ccccc2SC)c1,-5,0.4,-2.0,12
COc1ccc(NC(=O)CC(C)S(=O)(=O)c2ccc3c(c2)OCC(=O)N3)cc1OC (configuration not stated),-1,-0.1,9.6*,-15
Cc1ccccc1NC(=O)c1sc2nc3c(c(-c4cccs4)c2c1N)CCC3,2,0.3,0.5,10
COc1cc(Br)cc2cc(C(=O)N3CCCC3)c(=O)oc12,2,-0.2,0.0,-4
CCOC(=O)c1c(NC(=O)CSc2nnc(CNC(=O)c3ccc(OC)cc3)n2-c2ccccc2OC)sc2c1CCC2,-11,0.6,0.9,14
CCOC(=O)c1c(NC(=O)c2ccccc2)sc(C(=O)N2CCCCC2)c1C,9,0.1,0.1,7
CCCNc1cc(C)nc(-c2cccs2)n1,-26,0.4,-1.3,26
CCc1sc(/C=N/NC(N)=O)cc1Br,-5,0.1,-0.6,16
COc1ccc(C[C@@H]2NC(=O)[C@@H]3C[C@H](NCc4ccc(Cl)s4)CN3C2=O)cc1,7,-0.1,0.7,-7
N=C1c2ccccc2CN1NC(=O)COc1ccc(Cl)cc1Cl,7,-0.1,0.2,0
O=c1c2c(sc3ccccc13)NCN(Cc1ccccc1)C2,0,-0.1,-0.6,-5
CCCN(CCC)C(=O)c1cc2c(n(-c3ccc(C)cc3)c1=O)CCCC2=O,8,0.0,0.0,11
Cc1cc(N(C)C)c(C#N)c(N2CCOCC2)n1,4,0.1,1.8,-1

canonical_smiles,TEAD-YAP inh,FBW7 activator,GPR151 activ,MITF primary
COc1ccc(C)cc1N(CC(=O)NCCSCc1ccc(C)cc1)S(C)(=O)=O,-6,-0.2,-0.8,-12
CCN1CCN(Cc2ccccc2NC(=O)Nc2ccc(C)cc2)CC1,3,0.0,-1.2,-2
CC(C)C1CC(CCN2CCCCC2)(c2ccccc2)CCO1 (configuration not stated),7,0.0,-1.0,8
CC1CN/C(=C/C(=O)c2ccco2)C(=O)N1 (configuration not stated),-18,0.0,-0.6,-5
CC(=C\c1ccccc1)/C=C1/SC(N)=NC1=O,-14,-0.1,0.5,2
COc1ccc(-n2nc(C(=O)Nc3ccc(Oc4ccccc4)cc3)c3ccccc3c2=O)cc1,-2,0.0,0.1,-1
CC(=O)c1cccc(NC(=O)CSc2nnc(-c3cccnc3)n2-c2ccccc2C)c1,1,-0.2,-0.2,-10
COc1ccc(C(=O)NCCc2nc(C)cc(C)n2)cc1OC1CCN(C(C)C)CC1,5,0.2,-0.3,3
O=C(NCc1cccc(Br)c1)Nc1cccs1,-3,0.0,0.5,6
CC(C)c1ccc2[nH]c3nc(SCC(=O)NCC4CCCO4)nnc3c2c1 (configuration not stated),-12,0.0,1.5,0
OC1(CNCc2cc3cc4c(cc3nc2N2CCOCC2)CCC4)CCCCC1,-2,-0.2,2.2,-8
CCOC(=O)C1=C(O)/C(=C\c2ccc(Br)cc2)N=C1C,6,0.5,-0.6,8
N#CC1=C(N)Oc2n[nH]c(-c3ccccc3)c2C1c1ccc2c(c1)OCO2 (configuration not stated),2,-0.2,1.8,-1

The order is random. About 3.4% of those tested had a hit in this group.
